Source: PubChem
hcDAF-12 act – H. contortus DAF-12 activation, primary screen. HEK293 hcDAF-12 lit1-tk-luc reporter, luminescence; 0% DMSO, 100% Δ7-dafachronic acid. activation, % at 6.8 µM. actives 1.4% (n = 370,000). AID 652067;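 active means activation above the mean of all tested compounds plus 3 SD, cut at about 5.5% in these data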;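 further: 100% = response to 3 µM Δ7-dafachronic acid high control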
SMARCA2 act – SMARCA2 function activation, primary screen. MG213 cells, MMTV-luciferase reporter, dexamethasone, overnight. activation, % at 9.1 µM. actives 1% (n = 370,000); in the data active means activation above about 7.8%;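 further: 0% = vehicle wells and 100% = reference activator wells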
ssDAF-12 act – S. stercoralis DAF-12 activation, primary screen; AID 652126; HEK293 ssDAF-12/GRIP1 lit1-tk-luc reporter, luminescence; % of 3 µM dafachronic acid response; activation, % at 6.8 µM; actives 1% (n = 370,000);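 active means activation above the mean over all tested compounds plus 3 SD, cut at about 0.9% in these data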;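 further: 0% = DMSO-only wells and 100% = 3 µM delta7-dafachronic acid wells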
hgDAF12 agonist – agonists of H. glycines DAF-12 nuclear receptor; activation, % at 6.8 µM; HEK293 GAL4-hgDAF12 UAS-luciferase reporter, agonist luminescence; normalized to butyrate control; AID 687014; actives 1.8% (n = 370,000);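 active means activation above a cutoff set at the mean of all screened compounds plus 3 SD, cut at about 10% in these data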;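 further: 0% = DMSO wells and 100% = sodium butyrate wells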
FXN GAA850 act – activators of GAA850 frataxin (FXN) promoter. HEK293 lucGAA850 FXN promoter luciferase reporter, 24 h; percent of 10 µM SAHA response. activation, % at 6 µM. actives 0.56% (n = 360,000);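 active means activation above the average of all compounds screened plus 3 SD, cutoff fixed separately per campaign, cut at about 7.5% in these data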;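 further: 0% = DMSO wells and 100% = 10 µM SAHA wells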
KLK7 zymogen act – activates the human kallikrein-7 zymogen. actives 0.9% (n = 370,000). purified proKLK7, EDANS-DABCYL substrate fluorescence; 100% is mature enzyme control, 0% vehicle. activation, % at 7 µM;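 active means activation above the mean of all tested compounds plus 3 SD, computed per campaign excluding outliers beyond control limits, cut at about 13% in these data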
Target sequence (P49862 whole entry, looked up): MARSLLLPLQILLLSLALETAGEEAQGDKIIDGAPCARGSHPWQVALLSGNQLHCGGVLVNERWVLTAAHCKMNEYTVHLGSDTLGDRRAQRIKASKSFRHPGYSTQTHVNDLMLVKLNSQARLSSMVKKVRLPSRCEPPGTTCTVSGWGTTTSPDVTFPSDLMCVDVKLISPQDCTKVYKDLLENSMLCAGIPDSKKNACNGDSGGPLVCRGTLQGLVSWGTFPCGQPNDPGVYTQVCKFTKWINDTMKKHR
sPLA2-III inh – Blocks human group III sPLA2 activity; Q9NZ20; QFRET BODIPY PC-A2 liposome hydrolysis, fluorescence; inhibition, % at 12.2 µM; actives 0.56% (n = 370,000); AID 743126;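 active means inhibition above mean plus 3 SD of compounds lying within the high and low control bounds, cut at about 19% in these data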;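 further: 0% = median of test compound wells and 100% = no enzyme DMSO wells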
Target sequence (Q9NZ20 whole entry, looked up): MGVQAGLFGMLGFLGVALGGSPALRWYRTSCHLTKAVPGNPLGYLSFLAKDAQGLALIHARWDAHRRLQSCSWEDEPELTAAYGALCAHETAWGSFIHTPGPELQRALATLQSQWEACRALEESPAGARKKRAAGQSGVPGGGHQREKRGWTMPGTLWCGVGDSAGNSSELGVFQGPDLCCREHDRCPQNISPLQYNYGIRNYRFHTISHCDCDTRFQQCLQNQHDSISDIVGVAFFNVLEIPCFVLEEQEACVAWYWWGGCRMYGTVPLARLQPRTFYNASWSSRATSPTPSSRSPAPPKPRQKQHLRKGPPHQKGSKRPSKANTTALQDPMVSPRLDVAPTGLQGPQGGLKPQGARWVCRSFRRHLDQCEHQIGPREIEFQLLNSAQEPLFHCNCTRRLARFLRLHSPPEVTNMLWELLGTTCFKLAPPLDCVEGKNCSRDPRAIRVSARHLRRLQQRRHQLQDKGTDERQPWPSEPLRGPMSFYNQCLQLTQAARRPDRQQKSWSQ
DAX1 inh-1 – DAX1 (NR0B1) inhibition, primary screen | AID 652010 | HEK293T StAR-luciferase reporter, SF-1/DAX-1 repression relief | actives 1.1% (n = 370,000) | inhibition, % at 6.8 µM;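 active means inhibition above the mean over all tested compounds plus 3 SD, cut at about 3.6% in these data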;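 further: 0% = DAX-1 cells with DMSO and 100% = cells lacking DAX-1 with DMSO; higher inhibition means more luminescence from relief of DAX-1 repression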
DAX1 inh-2 – NR0B1 (DAX1) inhibition. P51843. AID 504766. inhibition, % at 6.75 µM. HEK293 Gal4-DAX1 luciferase reporter, luminescence. actives 0.99% (n = 340,000);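 active means inhibition above the mean over all tested compounds plus 3 SD, cut at about 4.2% in these data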;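 further: 0% = DAX1-transfected cells with DMSO and 100% = empty-vector control cells with DMSO; inhibition shows as a rise in luminescence from relieved DAX1 repression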
Target sequence (P51843 207-470 limits assumed): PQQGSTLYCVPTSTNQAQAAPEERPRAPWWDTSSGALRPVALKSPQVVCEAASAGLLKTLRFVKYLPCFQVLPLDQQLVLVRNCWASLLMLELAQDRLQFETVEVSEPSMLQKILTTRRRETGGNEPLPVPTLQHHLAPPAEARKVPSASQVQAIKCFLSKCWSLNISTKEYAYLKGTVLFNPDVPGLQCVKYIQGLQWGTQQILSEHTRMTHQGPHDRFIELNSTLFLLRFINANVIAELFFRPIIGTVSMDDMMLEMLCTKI
GC-B act – GC-B (human) receptor activation | HEK293-GC-B cells, CNP EC30, cGMP TR-FRET; 0% at EC30 CNP, 100% saturating CNP | actives 0.11% (n = 370,000) | activation, % at 10 µM | AID 1920062;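 active means activation at 10 µM reaching about 35% in either raw or pattern-adjusted values, limit read from the data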
NPR1 activator – GC-A (human) enzyme activation; HEK293 GC-A cells, cGMP TR-FRET, EC30 ANP; 0% at EC30 ANP, 100% saturating ANP; AID 1671463; actives 0.14% (n = 370,000); P16066; activation, % at 10 µM; in the data active means activation above about 40%
* marks the source's active call; other numbers are inactive results; . = no result given.

canonical_smiles	hcDAF-12 act	GC-B act	KLK7 zymogen act	sPLA2-III inh	DAX1 inh-2	hgDAF12 agonist	NPR1 activator	SMARCA2 act	ssDAF-12 act	DAX1 inh-1	FXN GAA850 act
CCCCCCCCN1C(=O)[C@H](CC(=O)NCc2cccs2)C[C@@]2(C(=O)OCC)CCCC=C12	0.1	-3	0.1	-14	.	0.8	-8	-3	-1.2	-2.2	.
CN(CCCNC(=O)COc1cc(=O)n(C)c2ccccc12)Cc1ccccc1	-0.1	0	-0.4	-5	1.5	-0.4	-4	1	-1.0	0.5	4.6
COC(=O)[C@H]1C[C@@H]1[C@H](N)c1ccccc1	-0.7	0	0.7	-5	0.3	1.1	2	0	-1.2	0.2	-0.1
Cc1csc(SC(C)C(=O)Nc2ccc3c(c2)OCCO3)n1 (stereo not given)	0.5	-2	0.6	1	1.0	7.3	-1	2	-0.9	0.7	1.6
CCCNS(=O)(=O)c1ccc(-n2cnnn2)c(OC)c1	-1.6	-3	-0.1	2	1.9	-0.9	-2	1	-1.5	-0.3	0.8
COc1ccc2nc(SCC(N)=O)cc(C)c2c1	-0.5	-4	0.1	-3	0.1	1.6	7	1	-1.4	-0.2	2.3
COc1ccc(-n2c3c(cc(C(=O)NNc4ccccc4)c2=O)C(=O)CC(C)(C)C3)cc1	-1.7	3	0.7	-10	-0.2	-1.3	0	4	-1.1	0.9	2.0
Cc1ccc(-c2ccc(C(=O)NCc3ccccc3)o2)c2ccccc12	-1.6	-1	-30	-8	0.0	-0.9	-4	-1	-1.5	-1.2	-0.5
CCC(C(=O)NCc1cccc(C)c1)n1nc(C)c2c(C)n(-c3ccccc3)nc2c1=O (stereo not given)	-2.1	-4	0.2	-1	-0.1	-0.4	-7	-2	-1.2	-0.7	-0.7
Cc1cc2c(=O)n(Cc3ccco3)c(SCC(=O)N3CCCc4ccccc43)nc2s1	-4.8	-14	-0.4	-8	-1.2	-4.7	-26	4	-2.3	-0.8	1.7
CCCCC1CCC(C(=O)NC2CCS(=O)(=O)C2)CC1 (stereo not given)	-1.1	1	-0.3	10	0.2	-0.8	-2	0	-1.2	-0.2	1.8
COc1cccc(C2CC(c3cccc(NS(C)(=O)=O)c3)=NN2C(=O)c2ccccc2)c1OC (stereo not given)	2.9	-3	-0.2	-23	-1.4	-2.9	-5	-1	-1.0	-0.4	-4.1
CCCCCc1ccc(-c2n[nH]c(=O)c3ccccc23)cc1	0.8	2	-0.4	13	.	9.5	1	-2	-1.6	0.0	.
O=C(Nc1cccc(F)c1)N1CC=C(n2c(=O)[nH]c3ccccc32)CC1	-1.1	-10	-0.5	1	-0.7	-0.7	10	0	-1.1	-0.5	-0.7
CCOC(=O)[C@H]1[C@H]2COc3ccccc3[C@@H]2N2C(=O)c3ccc(C)cc3NC(=O)[C@@]12C	0.1	-1	-0.2	1	1.3	-0.8	1	0	-1.1	-0.3	-6.0
CC(C)CCN1CCN(Cc2nc3c(s2)CCCC3)CC1CCO (stereo not given)	-1.6	2	-0.2	-1	-0.5	-2.9	2	1	-1.0	0.7	1.5
Nc1ncnc2c1ncn2[C@@H]1O[C@H](CNCc2ccccc2OCc2ccc(Cl)cc2Cl)[C@@H](O)[C@H]1O	-1.1	-2	0.2	-11	-1.1	1.8	-2	1	-1.3	0.8	-2.7
COc1ccc(OC)c(CNC(=O)C2CCN(S(C)(=O)=O)CC2)c1	-0.2	0	0.0	4	-0.4	-2.8	2	-6	-1.0	0.4	2.3
Cc1ccc(NC(=O)COC(=O)c2ccc3c(=O)n4c(nc3c2)CCC4)c(Br)c1	1.9	-2	-0.8	1	0.2	2.1	1	0	-1.2	-1.4	0.3
C=CCn1c(SCC(=O)Nc2ccc(N3CCOCC3)cc2)nnc1-c1ccco1	1.6	-4	-0.5	8	0.4	-2.1	-1	-3	-0.7	-0.2	-0.7
CC(C)(C)c1ccc(C(=O)N2CCC(NC(=O)c3ccccc3)CC2)cc1	-1.5	-10	0.6	4	-0.6	-1.9	-3	0	-0.9	-0.4	2.5
C=CCn1sc(=N)c(C#N)c1N	1.2	0	-0.6	8	1.5	-1.4	0	1	-0.7	0.3	-0.2
CCCCOC(=O)c1c(C)oc2ccc(NS(=O)(=O)c3ccc4c5c(cccc35)C(=O)N4)cc12	-1.0	-12	2.2	-56	0.8	-2.4	-13	-3	-1.7	0.0	0.5
O=C(CN1CCN(S(=O)(=O)N2CCCCCC2)CC1)Nc1ccc(F)cc1	-0.3	0	-0.3	-5	-0.8	-0.4	1	-1	-0.2	-0.3	-1.8
Cc1sc2ncnc(Sc3nnnn3-c3ccccc3)c2c1C	-2.2	2	-1.5	6	-0.9	-0.5	6	-2	-1.1	0.6	-15
CCn1nnc(NC(=O)c2cc(Cl)c(OC)c(Cl)c2)n1	-0.8	-2	0.4	-1	-2.0	2.1	2	-2	-1.8	-0.6	1.1
Cc1[nH]c2c(C)cccc2c(=O)c1CN1CCCCCC1	-0.7	5	-0.3	-2	-1.6	1.9	1	1	-1.2	-0.2	3.6
CNC(=O)C1CN(C(=O)c2nn(Cc3ccccc3)c(=O)c3ccccc23)c2ccccc2O1 (stereo not given)	-1.1	3	-0.8	1	1.7	-2.0	0	-1	-1.0	0.4	1.5
CC(C)Oc1ccc(C(=O)OCC(=O)c2ccc[nH]2)cc1	3.2	7	-0.3	-4	0.7	10	2	12*	-0.8	1.3	5.4
O=C(NN=C1C2CC3CC(C2)CC1C3)c1ccncc1	1.8	7	-0.1	-2	0.6	-0.3	3	1	-1.3	0.2	0.7
COc1cccc(C(=O)Nc2cccc3c2ccc2cccn23)c1	-2.5	1	3.4	11	-1.2	-3.5	-3	1	-2.0	0.5	2.7
COc1ccccc1NS(=O)(=O)c1ccc(C)c(C(=O)NNC(=O)c2csc(N3CCOCC3)n2)c1	-1.5	-2	-0.4	-13	-0.1	-0.1	1	2	-1.2	-0.2	3.4
O=C(CN1C(=O)CCC1=O)Nc1nc2c(F)cc(F)cc2s1	1.0	2	-0.7	1	0.9	1.7	36	-1	-0.5	-0.1	0.8
c1ccc2c3c(cc(N4CCOCC4)c2c1)OC1(N2CCOCC2)CCCCC1O3 (stereo not given)	0.8	0	-0.5	10	-0.5	0.3	-1	0	-1.5	0.4	-1.4
O=C(CCc1cccc(Cl)c1)NC1CCCN(Cc2ccccc2F)C1 (stereo not given)	-2.4	-8	0.5	-5	-1.2	0.1	-6	1	-0.8	-0.1	-0.6
Cc1ccc(C2NCCS2)cc1 (stereo not given)	1.6	5	-0.3	3	1.5	-0.9	0	-3	-1.4	-0.2	0.7
CCOC(=O)CC1C(=O)NCCN1C(=S)Nc1ccccc1 (stereo not given)	-0.7	2	-0.7	11	-0.3	-1.6	-2	-2	-0.8	0.2	0.1
O=C(CNC(c1ccccc1)c1ccccc1)Nc1ccccc1-c1ccccc1	-2.8	-3	-0.1	-11	-1.1	0.1	-4	-4	-1.6	-1.3	-1.0
COc1ccc(-c2nc3n(n2)C(c2ccncc2)C(C(N)=O)=C(C)N3)cc1 (stereo not given)	1.9	0	-0.7	8	0.3	2.0	3	1	-0.5	-0.4	1.5
O=C1c2ccccc2NC2(CCCC2)N1NS(=O)(=O)c1ccccc1	-0.8	0	37*	-1	.	-0.3	-7	0	-1.0	-0.2	3.4

3 structures already listed, arranged by length of the SMILES, largest number first:
canonical_smiles	hcDAF-12 act	GC-B act	KLK7 zymogen act	sPLA2-III inh	DAX1 inh-2	hgDAF12 agonist	NPR1 activator	SMARCA2 act	ssDAF-12 act	DAX1 inh-1	FXN GAA850 act
O=C(CNC(c1ccccc1)c1ccccc1)Nc1ccccc1-c1ccccc1	-2.8	-3	-0.1	-11	-1.1	0.1	-4	-4	-1.6	-1.3	-1.0
O=C1c2ccccc2NC2(CCCC2)N1NS(=O)(=O)c1ccccc1	-0.8	0	37*	-1	.	-0.3	-7	0	-1.0	-0.2	3.4
O=C(CCc1cccc(Cl)c1)NC1CCCN(Cc2ccccc2F)C1 (stereo not given)	-2.4	-8	0.5	-5	-1.2	0.1	-6	1	-0.8	-0.1	-0.6

New compounds follow.
canonical_smiles	hcDAF-12 act	GC-B act	KLK7 zymogen act	sPLA2-III inh	DAX1 inh-2	hgDAF12 agonist	NPR1 activator	SMARCA2 act	ssDAF-12 act	DAX1 inh-1	FXN GAA850 act
Cc1ccccc1Cn1ccc(NC(=O)c2cnn3c2NC(c2ccccc2)CC3C(F)(F)F)n1 (stereo not given)	-2.3	8	-0.3	-4	-0.8	-2.1	-8	3	-1.8	-0.2	-6.6
OCCc1ccc(NCCc2ccco2)cc1	1.7	5	0.0	0	.	5.1	1	5	-0.3	1.5	.
CCOC(=O)N1CCN(C(=O)CCCCCn2c(=S)[nH]c3ccsc3c2=O)CC1	1.0	0	0.0	11	0.0	-0.3	-12	-4	-1.7	-1.0	0.6
C=CCc1c(C)nc(C)nc1N/N=C/c1ccccc1	2.8	3	0.2	-3	-0.5	2.9	4	-1	0.2	1.4	1.0
O=C(CSc1nnc(COc2ccccc2Cl)o1)NC(=O)NCc1ccco1	-1.2	-1	0.4	-35	0.6	1.6	4	-1	-2.2	-0.1	1.0
O=C1NC[C@H](CCCCN2C[C@H](Cc3ccc(O)cc3)N(Cc3ccccc3)C(=O)C2=O)N(CCc2ccc(O)cc2)C1=O	-1.9	10	0.1	-4	.	-2.3	1	5	-1.6	-0.6	.
CCOC(=O)c1ccc(N2C(=O)CC(N3CCOCC3)C2=O)cc1 (stereo not given)	-0.8	4	0.8	3	-0.5	-0.5	1	0	0.3	-1.1	1.0
COc1ccc(-c2csc(Nc3ncccc3C)n2)cc1OC	0.5	-3	1.0	-2	0.2	4.8	5	5	-1.3	0.3	3.9
Cc1cc(/C=N/NC(=O)Cn2c3ccccc3c(=O)c3ccccc32)c(C)n1-c1ccccc1	-1.1	2	2.7	-20	0.4	1.7	-11	-1	-1.5	-0.4	-3.9
CCOc1ccc(NC(=O)CC2NCCNC2=O)cc1 (stereo not given)	2.0	3	0.0	8	-0.4	2.6	-4	-1	-0.1	1.4	1.0
CCSC1=NCCN1C(=O)c1ccc(S(=O)(=O)N(CC)CC)cc1	-1.3	-1	0.1	0	0.4	-1.1	-1	0	-1.8	0.0	0.3
CCCC(=O)Oc1ccc(C2NC(=O)c3ccccc3O2)cc1OC (stereo not given)	-1.5	-3	-3.9	3	-0.5	0.1	-9	8	-0.7	0.0	0.9
CCn1c(SCc2cccc(F)c2)nc2c(c1=O)SCC2	0.1	-2	-0.3	-1	-0.7	-1.6	-2	-2	-1.9	-1.5	2.6
CCOc1ccc(-n2c(SCC(=O)Nc3ccc(C(=O)O)cc3)nc3ccccc3c2=O)cc1	-0.5	-1	-0.3	1	1.1	0.8	7	-2	0.3	0.6	-1.8
COCCNC(=O)C(C(=O)c1ccc(F)cc1)n1cc(C)ccc1=O (stereo not given)	-1.6	.	-0.3	-5	1.4	-0.6	.	-2	-0.6	0.6	0.3
CC(=O)Nc1ccn(Cc2c(F)cccc2Cl)n1	0.2	6	0.1	2	0.1	2.2	3	3	-1.6	0.2	2.0
